From PubChem
Casp6 inh = human caspase-6 inhibitors, primary screen, biochemical, VEID-R110 fluorescence, single point, set 2. purified caspase-6, Z-VEID-R110 cleavage fluorescence. inhibition, % at 12.5 µM. 0.53% of 350,000 active;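 active = mean inhibition across replicates at least about 35%, with every replicate also reaching that limit, limit read from the data; inconclusive = only one of the two criteria met; inactive = neither criterion met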;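 note: 0% = median of neutral control wells and 100% = no fluorescence left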
Target sequence (P55212 24-179 limits assumed): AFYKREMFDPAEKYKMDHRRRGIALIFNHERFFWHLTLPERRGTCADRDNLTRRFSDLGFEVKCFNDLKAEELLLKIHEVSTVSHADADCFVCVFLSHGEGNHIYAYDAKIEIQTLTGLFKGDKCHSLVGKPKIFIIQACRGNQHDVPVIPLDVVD
Target sequence (P55212 194-293 limits assumed): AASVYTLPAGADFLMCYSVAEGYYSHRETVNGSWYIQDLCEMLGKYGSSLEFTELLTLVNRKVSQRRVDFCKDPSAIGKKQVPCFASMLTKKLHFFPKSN
LGR2 inh = inhibitors of bursicon-induced LGR2 CRE-luciferase signal, primary screen, cell-based, HEK293, CRE-luciferase reporter, bursicon stimulation. bursicon-stimulated, 4 h. 0.35% of 380,000 active. AID 720647, 2013. inhibition, % at 9.99 µM;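 active = drop in luminescence signal, shown as inhibition above about 50% in the replicate tests, limit read from the data, passing the limit was not always enough; inconclusive = probably only some replicates passing the limit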;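 note: agonist challenge used bursicon conditioned medium at about half maximal strength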
EWS-Fli block = EWS/Fli-driven NR0B1 reporter inhibitors, primary screen, A673 cells, NR0B1 luciferase, luminescence, MLPCN library | viability-normalised | inhibition, % at 12.6 µM | 0.67% of 350,000 active | AID 651661, 2012;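 active = mean inhibition of at least 50% after viability correction, with every replicate also passing that limit; inconclusive = mean reaches 50% but only one of two replicates passes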;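 note: firefly luciferase signal divided by Alamar Blue viability fluorescence both relative to DMSO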
FN deposition inh = inhibitors of fibronectin matrix deposition, primary screen, AH1F cells, Alexa488-fibronectin fluorescence, plate reader; AH1F fibroblasts, overnight; inhibition, % at 12.6 µM; 0.086% of 350,000 active; AID 743247, 2014;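 active = mean inhibition across replicates of 30% or more, regardless of how many single replicates reach that level; inconclusive = mean under 30% yet at least half of replicates reach 30%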;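 note: positive control wells lacked labelled fibronectin entirely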
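Material – AH1F fibroblast monolayer, labelled fibronectin deposition · Reagent – labelled fibronectin 24 nM · Timing – 1 h adhesion, overnight exposure · Measured by – fluorescence at 485 nm excitation, 525 nm emission · Read-out – inhibition of fibronectin deposition signal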
PGC1a acetyl inh = inhibitors of PGC1a acetylation signal, primary screen, cell-based, U2OS, AlphaScreen, inhibitor mode | AlphaScreen anti-acetyl-lysine; with virally co-expressed GCN5 acetyltransferase | inhibition, % at 15.6 µM | 0.17% of 350,000 active;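 active = every replicate shows inhibition of at least 40%; inconclusive = mean inhibition at least 40% but some replicate below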;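 note: 0% = neutral control wells and 100% = positive control wells; some results beyond the cut were filed as inactive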
PAX8 inh HTS = inhibitors of PAX8-driven TPO luciferase reporter, primary screen, RMG-I cells, single concentration; 1.2% of 360,000 active; inhibition, % at 12.6 µM; SteadyGlo, 24 h;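 active = mean replicate inhibition at least 60% with every replicate also reaching 60%; inconclusive = only one of the two criteria is met; inactive = mean below 60% and not all replicates reaching 60%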;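 note: luciferase light reporting Pax8 driven TPO promoter activity; plate controls were median of neutral control wells for no effect and mitoxantrone controls for full effect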
miR122 inh = miR-122 Renilla sensor signal increase in Huh7, primary screen, miR-122 inhibitor project, cell-based, single point, plate reader | Huh7 miR-122 Renilla luciferase sensor, 48 h; neutral wells = 0, positive control = 100 | activation (reporter increase), % at 12.5 µM | 0.3% of 340,000 active;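 active = mean replicate activation score at least 90 and every replicate individually at or above 90; inconclusive = only one of the two criteria met; inactive = neither criterion met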;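 note: higher luciferase means less miR-122 activity so hits act as miR-122 inhibitors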
Cneo AK release = Cryptococcus neoformans cell lysis inducers, primary screen, AK release luminescence, single concentration; C. neoformans lysis, adenylate kinase release luminescence, 4 h; normalised: neutral wells 0, clomiphene wells 100; lysis activity, % at 15 µM; 0.2% of 360,000 active;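 active = mean lysis activity across replicates of at least 80%, whatever share of replicates individually reach that level; inactive = mean lysis activity below 80%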
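Assay system: C. neoformans cells. Amount: yeast cell density of 5 × 10^6 cells/mL. Technique: AK luminescence. Buffer or medium: YPD. Times: static 4 h at 37 °C with compound, 1 h detection. Dosing: single-point compound dose. Read-out: lysis from increased AK signal.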
* marks the source's active call; other numbers are inactive results; ? = inconclusive; . = no result given; & = joins results of further samples; [ ] = remark or other dose.

SMILES	Casp6 inh	LGR2 inh	EWS-Fli block	FN deposition inh	PGC1a acetyl inh	PAX8 inh HTS	miR122 inh	Cneo AK release
CN1C(=O)c2cc(NS(=O)(=O)c3cccc(F)c3)ccc2OC[C@@H]2O[C@H](CC(=O)N3CCc4ccccc4C3)CC[C@@H]21	.	4	0	-13	1	14	17[16.7 µM]	0
CC1(C(=O)NS(=O)(=O)c2ccccc2)CCN1C(=O)Cc1ccccc1Cl (configuration not stated)	1	8	-6	-5	.	2	.	1
Cc1ccc(C(=O)NCCOc2ccc(Cl)cc2)cc1	0	-20	-38	-3	.	-72	.	.
CN(C)C(=O)c1cccc(-c2ccc([C@@H]3[C@@H](CO)N(C(=O)C4CC4)[C@H]3C#N)cc2)c1	0	7	-1	7	3	-19	.	-2
O=C(Nc1ccccc1F)N(Cc1ccc(F)cc1)Cc1nc2ccccc2c(=O)[nH]1	0	-6	-4	14	6	-2	.	.
COC(=O)C1=C(C)N(C)C(=O)/C1=C\c1ccco1	.	.	.	-2	2	-4	1	0
C[C@H](CO)N1C[C@H](C)[C@@H](CN(C)C(=O)Nc2ccc(C(F)(F)F)cc2)Oc2ncc(-c3cccnc3)cc2C1=O	2	-4	-4	3	9	.	-6[16.7 µM]	-9
O=C(Oc1coc(CSc2ncccn2)cc1=O)c1ccccc1[N+](=O)[O-]	-3	-3	9	-1	.	2	.	.
O=C(Cn1ccc([N+](=O)[O-])n1)NCc1cccnc1	4	7	-2	-1	2	-4	-18	1
Cc1ccc(S(=O)(=O)N2CCCC2)cc1C(=O)N1CCC(C)CC1	-1	8	12	-6	.	4	.	-1
C[C@H]1CN([C@@H](C)CO)S(=O)(=O)c2ccc(-c3cncnc3)cc2O[C@H]1CN(C)C(=O)NC1CCCC1	3&2&3	-5&13	7&-6&-18	-19&-4	4&-5&1	-8&-8&-6	-6	0&3&0
Clc1ccc(Nc2ncnc3c2nnn3Cc2ccccc2)cc1	3	-13	-2	7	14	-2	6	-2
C[C@@H]1CCCCO[C@@H](CN(C)CC2CCCCC2)[C@H](C)CN([C@@H](C)CO)C(=O)c2cc(NC(=O)Nc3cccc4ccccc34)ccc2O1	1	-12	94*	.	-24	19	-31[16.7 µM]	-3
O=C(O)CCCCCCCCc1cn(CCc2c[nH]c3ccccc23)nn1	1	8	0	4	-4	2	0	-1
O=C(CSc1nc2ccccc2o1)N/N=C/c1ccccc1	.	-33	.	3	-2	-51	0	-2
CC(Sc1nc2ncc(Cl)cc2[nH]1)C(=O)Nc1ccccc1[N+](=O)[O-] (configuration not stated)	-3	6	-2	6	-9	7	-2	4
Cc1cc(C)cc(NC(=O)C2CCCN2S(=O)(=O)c2cccc3cccnc23)c1 (configuration not stated)	4	-1	4	0	.	-4	.	.
O=C(Nc1ccc(F)cc1)C1CC2CCC1C2 (configuration not stated)	-5	4	-8	-9	13	-7	0	1
C[C@H](CO)N1C[C@H](C)[C@@H](CN(C)C)Oc2cc(C#CC3CC3)ccc2S1(=O)=O	1	1	3	.	-16	.	24[16.7 µM]	-3
CCCNC(=S)N1CCC(C(=O)c2ccc(OC)cc2)CC1	.	-9	.	2	-9	7	27	-2

Some of the entries above, reformatted:
Every second line gives: Casp6 inh | LGR2 inh | EWS-Fli block | FN deposition inh | PGC1a acetyl inh | PAX8 inh HTS | miR122 inh | Cneo AK release
- C[C@@H]1CCCCO[C@@H](CN(C)CC2CCCCC2)[C@H](C)CN([C@@H](C)CO)C(=O)c2cc(NC(=O)Nc3cccc4ccccc34)ccc2O1
 : 1 | -12 | 94* | . | -24 | 19 | -31[16.7 µM] | -3
- O=C(O)CCCCCCCCc1cn(CCc2c[nH]c3ccccc23)nn1
 : 1 | 8 | 0 | 4 | -4 | 2 | 0 | -1
- O=C(CSc1nc2ccccc2o1)N/N=C/c1ccccc1
 : . | -33 | . | 3 | -2 | -51 | 0 | -2
- CC(Sc1nc2ncc(Cl)cc2[nH]1)C(=O)Nc1ccccc1[N+](=O)[O-] (configuration not stated)
 : -3 | 6 | -2 | 6 | -9 | 7 | -2 | 4
- Cc1cc(C)cc(NC(=O)C2CCCN2S(=O)(=O)c2cccc3cccnc23)c1 (configuration not stated)
 : 4 | -1 | 4 | 0 | . | -4 | . | .

(next part)
SMILES	Casp6 inh	LGR2 inh	EWS-Fli block	FN deposition inh	PGC1a acetyl inh	PAX8 inh HTS	miR122 inh	Cneo AK release
COC(=O)[C@]1(Cc2ccccc2)N[C@H](CN(C)C(=O)Nc2ccc(Cl)cc2)[C@@H]2C(=O)N(C)C(=O)[C@@H]21	-1	4	11	.	.	-16	.	1
O=C(c1ccco1)N1CCN(C(=S)Nc2ccc(F)cc2)CC1	7	-6	3	0	-2	-2	-2	-2
Cc1nn(-c2ccccc2)c(C)c1NC(=O)COC(=O)/C=C/c1ccccc1	-1	3	-4	-3	.	-4	8	2
N#CCNC1CC(=O)N(c2ccccc2)C1=O (configuration not stated)	-1	0	18	1	.	-40	-6	0
C[C@H]1CN([C@@H](C)CO)C(=O)c2cc(NC(=O)Cc3ccccc3)ccc2O[C@@H]1CN(C)C(=O)Nc1ccc(C(F)(F)F)cc1	2	-23	.	.	-3	18	1[16.7 µM]	3
CCCNC(=O)N1C[C@H]2[C@@H](c3ccccc31)[C@H](CO)N2C(=O)C1CCOCC1	.	0	2	.	9	-15	-18[16.7 µM]	-3
C/C=C/c1ccc2c(c1)O[C@@H](CN(C)C(=O)Nc1ccc(OC)cc1)[C@@H](C)CN([C@@H](C)CO)S2(=O)=O	-2	-15	-5	-5	-16	.	7[16.7 µM]	3
CCN(CC)c1ccc(C=C2C(=O)OC(C)(C(C)(C)C)OC2=O)cc1 (configuration not stated)	-2	-7	-9	-9	0	-4	-12	15
O=C1C2C3C=CC(CC3)C2C(=O)N1c1ccc(F)cc1 (configuration not stated)	3	-5	6	-11	1	26	-4	-1
O=C(CSc1nnc(-c2cccc(S(=O)(=O)N3CCCC3)c2)n1-c1ccccc1)Nc1ccc(C(=O)O)cc1	14	3	-1	1	14	10	-3	-2
C=CCN(C(=O)C1CC(=O)N(C2CCCC2)C1)c1nc(-c2ccc(S(C)(=O)=O)cc2)cs1 (configuration not stated)	6	?	-33	3	.	-7	.	4
C[C@@H]1CN([C@H](C)CO)C(=O)c2cc(NC(=O)Nc3cccc4ccccc34)ccc2O[C@@H](C)CCCCO[C@@H]1CN(C)C(=O)C1CCCCC1	0	5	1	.	8	25	-4[16.7 µM]	-4
C[C@H]1CN([C@@H](C)CO)C(=O)c2cc(NS(=O)(=O)c3ccc(Cl)cc3)ccc2O[C@H]1CN(C)S(=O)(=O)c1cccs1	-1	14	5	.	-5	30	-5[16.7 µM]	-1
CN1CCC(=NNC(=O)CN(c2cccc(Br)c2)S(C)(=O)=O)CC1	1	15	-14	1	.	-3	.	.
COc1ccc(C(=O)NNC(=O)CCC(=O)Nc2ccc(C)cc2C)cc1	0	6	6	5	-4	-1	-6	-2
COc1ccc(CNC(=O)c2cccc(NC3=NC4CS(=O)(=O)CC4S3)c2)cc1 (configuration not stated)	1	-4	0	-2	.	-2	.	0
COc1ccc2[nH]c(=O)c(CN(CCO)C(=O)NCc3ccccc3)cc2c1	.	-7	.	.	19	.	3	-1
O=c1cc(Cn2nnc(-c3ccc(Cl)cc3)n2)nc2sccn12	.	.	.	3	-6	20	-4	-2
Cc1noc(C)c1NC(=O)N[C@@H]1CC[C@H](CCNC(=O)C2CCOCC2)O[C@@H]1CO	2	1	2	.	15	-8	41[16.7 µM]	32
Cc1ccc(-n2nc3c(=O)n(CCCC(=O)NCC(C)c4ccccc4)nc(C)c3c2C)cc1 (configuration not stated)	-2	4	12	6	.	25	.	2
CC(=O)Nc1ccc(NC(=O)c2c(C)nn(Cc3ccccc3)c2Cl)cc1	1	-6	-2	-6	.	11	.	1
COc1ccc(N2CC(C(=O)Nc3ccc(S(=O)(=O)N4CCOCC4)cc3)CC2=O)cc1 (configuration not stated)	1	-30	6	3	1	3	-3	1
CCNC(=O)C[C@H]1CC[C@@H]2[C@H](COc3ccc(NC(=O)Nc4cccc(OC)c4)cc3C(=O)N2C)O1	.	-4	-1	8	-7	-19	-23[16.7 µM]	-2
O=C(C[C@@H]1C[C@H]2c3cc(NC(=O)NC4CCCC4)ccc3O[C@H]2[C@H](CO)O1)NCC1CC1	-1	-13	7	-2	-12	12	-6[16.7 µM]	16
Cc1noc(C)c1NC(=O)Nc1ccc2c(c1)C(=O)N([C@@H](C)CO)C[C@H](C)[C@@H](CN(C)Cc1ccc(C(F)(F)F)cc1)OCCCC[C@@H](C)O2	3	-10	18	.	-15	6	8[16.7 µM]	2
COc1ccc(C(=O)C2CCN(C(=O)c3ccc(C)cc3)CC2)cc1	.	.	.	-6	-1	5	1	2
Cc1[nH]nc(SCC(=O)N2CCOCC2)c1[N+](=O)[O-]	2	5	-17	-13	5	-41	-13	0
O=C(CSCC(=O)NN=Cc1ccccc1O)NN=Cc1ccccc1O	-6	-32	-8	5	0	13	-16	.
CC1CCCC(C)N1C(=O)COC(=O)CCC1CCCC1 (configuration not stated)	0	-1	14	5	14	16	-4	-1
NS(=O)(=O)c1ccc(NS(=O)(=O)c2cccs2)cc1	0	7	-2	.	2	.	1	0
Cc1cc(C)cc(N(CC(=O)NCc2cccnc2)S(C)(=O)=O)c1	-2	5	.	.	-6	.	4	-1
CN(C)CC(=O)N1CCCCN2[C@H](CO)[C@H](c3ccc(-c4cccc(C(=O)N(C)C)c4)cc3)[C@@H]2C1	1	15	-13	.	4	15	-2[16.7 µM]	-7
CCNC(=O)Nc1ccc2c(c1)C(=O)N(C)[C@H]1CC[C@@H](CC(=O)NCc3ccccc3F)O[C@@H]1CO2	-1	-6	4	-1	4	-9	-17[16.7 µM]	7
COc1cc(/C=N/Nc2ccccn2)ccc1OCC(C)C	-8	-41	-57	-4	1	-146	3	1
CC(C)N(CCNC(=O)c1ccc(OCC2CCCO2)cc1)C(C)C (configuration not stated)	1	6	-11	1	1	-7	16	0
CC(NC(=O)c1ccco1)c1nc(-c2ccccc2Cl)no1 (configuration not stated)	0	3	11	-8	.	9	.	2
C=C(C)Cn1c(=O)c(NC(=O)c2ccccc2)c2n(c1=S)CCC2	.	.	.	11	4	5	-1	-1
Cc1cccnc1NC(=O)C12CCC(C)(C(=O)O1)C2(C)C (configuration not stated)	.	-12	.	-1	6	.	1	.
CCCCN(Cc1ccco1)S(=O)(=O)c1ccc(-c2ccc(=O)[nH]n2)s1	5	4	.	-6	-17	4	-5	1
C[C@H](CO)N1C[C@H](C)[C@H](CN(C)Cc2ccc(C(=O)Nc3ccccc3N)cc2)Oc2ccc(NC(=O)Nc3cccc4ccccc34)cc2CC1=O	0	18	39	.	-26	27	96*[16.7 µM]	-1
CCC(=O)N(C)C[C@@H]1Oc2cc(C#CCC3CCCC3)ccc2S(=O)(=O)N([C@@H](C)CO)C[C@H]1C	-4	15	28	.	-6	39	2[16.7 µM]	51
COC(=O)c1ccc(=O)n(CC(=O)c2ccc(Cl)cc2)c1	-1	-19	-10	-2	.	-3	.	.
